Bioassay records deposited in PubChem BioAssay by several laboratories.
MEX-5 binding – C. elegans MEX-5 TCR-2 RNA binding activity; Q9XUB2; MEX-5/FITC-TCR2 RNA binding, fluorescence polarization; hits give low values; activity score (negative = inhibition of binding), % at 10 µM; actives 0.38% (n = 300,000); AID 1832;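 active = inhibition past about -25% in most replicates, and total fluorescence under double the plate's negative control median, limit read from the data; inconclusive = replicates evenly split on the limit, or fluorescence at least double controls; inactive = too little inhibition in most replicates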;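 also: 0% = DMSO and -100% = 5 µM competing unlabeled TCR2 RNA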
Bcl-xL primary – Bcl-xL (human) inhibition. Q07817. GST-Bcl-xL / FITC-Bim BH3 peptide fluorescence polarization. inhibition, % at 10.9 µM. actives 0.7% (n = 320,000). AID 2129;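 active = inhibition above the mean of all tested compounds plus 3 SD, cutoff set per campaign, cut at about 30% in these data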;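 also: 0% = DMSO wells and 100% = unlabeled Bim-BH3 peptide competitor; inhibitors lower millipolarization by displacing the labeled peptide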
MCL1-BIM inh – inhibitors of human MCL1 binding to BIM-BH3 peptide. Q07820. inhibition, % at 10.9 µM. actives 0.68% (n = 320,000). GST-MCL1 / FITC-Bim-BH3 fluorescence polarization;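 active = inhibition above the mean inhibition of all tested compounds plus 3 SD, set per campaign, cut at about 40% in these data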;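 also: 0% = DMSO wells and 100% = unlabeled Bim-BH3 peptide control; higher means more loss of mP so more displacement of Bim peptide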
Target sequence (Q07820 whole entry, looked up): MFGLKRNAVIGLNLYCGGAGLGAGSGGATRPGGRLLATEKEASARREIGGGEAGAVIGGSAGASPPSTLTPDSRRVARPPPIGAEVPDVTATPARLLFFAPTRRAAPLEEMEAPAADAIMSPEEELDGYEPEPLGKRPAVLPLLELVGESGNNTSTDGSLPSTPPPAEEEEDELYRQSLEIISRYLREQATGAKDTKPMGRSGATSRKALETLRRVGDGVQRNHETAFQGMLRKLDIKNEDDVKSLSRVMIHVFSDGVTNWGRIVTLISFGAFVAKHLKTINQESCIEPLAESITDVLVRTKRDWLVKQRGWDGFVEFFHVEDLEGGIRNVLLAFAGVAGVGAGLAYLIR
AGP1-GFP MLPCN – alters AGP1-GFP fluorescence in TOR pathway yeast screen. S. cerevisiae AGP1-GFP multiplex flow cytometry, 3 h; GFP as percent of DMSO wells. GFP response vs DMSO, % at 10 µM. actives 0.02% (n = 320,000). AID 2066;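 active = GFP response relative to DMSO above a set limit, near screen average plus 3 SD, cut at about 150% in these data; inconclusive = fewer than 70 cells counted for the yeast strain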;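 also: median GFP channel fluorescence of the gated AGP1 strain per well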
Fam108B counter – blocks mouse Fam108B hydrolase in RBBP9 counter-screen. inhibition, % at 9.51 µM. recombinant Fam108B, FP-Rh probe fluorescence polarization. actives 0.33% (n = 300,000);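 active = inhibition above the screen mean inhibition plus 3 SD, computed separately per campaign, cut at about 18% in these data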;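 also: inhibitors lower polarization as less probe binds the enzyme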
VLA-4 inh – inhibition in a human VLA-4 binding assay. VLA-4 expressing cells, ligand binding flow cytometry. inhibition, % (about 7 µM as worked out from the volumes in the protocol). actives 0.2% (n = 330,000); in the data active = inhibition above about 50%
CIT2 TOR yeast – alters CIT2-GFP fluorescence in TOR pathway yeast screen | GFP response vs DMSO, % at 10 µM | actives 0.065% (n = 320,000) | S. cerevisiae CIT2-GFP strain, flow cytometry, 3 h; 100 means same as DMSO wells | AID 2029;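 active = GFP response relative to DMSO above a set limit, near the screen mean plus 3 SD, cut at about 150% in these data; inconclusive = Fewer than 70 cells measured for a yeast strain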;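 also: ratio of well median GFP fluorescence to mean of DMSO wells on the plate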
GRK2 aptamer HTS – blocks RNA aptamer binding to human GRK2. P25098. bead flow cytometry, FAM-aptamer displacement from GRK2. inhibition of aptamer binding, % at 10 µM. actives 0.59% (n = 330,000);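 active = inhibition of aptamer binding above 40%, roughly 3 SD of noise, on plates passing a quality check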;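 also: median bead fluorescence of bound FAM aptamer so fluorescent compounds give negative values; no value below 0 was filed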
Target sequence (P25098 whole entry, looked up): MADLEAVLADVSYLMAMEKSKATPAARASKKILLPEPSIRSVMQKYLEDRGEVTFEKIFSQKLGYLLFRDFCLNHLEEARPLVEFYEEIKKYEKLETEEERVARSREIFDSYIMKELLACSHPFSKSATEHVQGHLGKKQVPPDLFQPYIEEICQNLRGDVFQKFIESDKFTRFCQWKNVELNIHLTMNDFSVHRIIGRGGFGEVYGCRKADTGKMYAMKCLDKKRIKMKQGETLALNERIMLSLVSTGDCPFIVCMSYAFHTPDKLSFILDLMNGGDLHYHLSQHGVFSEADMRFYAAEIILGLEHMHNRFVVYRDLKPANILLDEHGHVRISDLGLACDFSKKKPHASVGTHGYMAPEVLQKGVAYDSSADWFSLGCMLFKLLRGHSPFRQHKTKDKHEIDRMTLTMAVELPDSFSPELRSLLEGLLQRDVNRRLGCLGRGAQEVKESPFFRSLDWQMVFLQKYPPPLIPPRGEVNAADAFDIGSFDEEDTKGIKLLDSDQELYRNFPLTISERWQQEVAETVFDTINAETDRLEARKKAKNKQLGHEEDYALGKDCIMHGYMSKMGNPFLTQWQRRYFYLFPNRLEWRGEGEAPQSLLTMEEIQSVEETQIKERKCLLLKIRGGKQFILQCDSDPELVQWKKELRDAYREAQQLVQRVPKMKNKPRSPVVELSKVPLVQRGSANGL
GLD-1 RNA inh – GLD-1-TGE RNA interaction inhibition (C. elegans); Q17339; purified GLD-1 + fluorescein TGE RNA, fluorescence polarization; inhibition, % at 5.96 µM; actives 0.44% (n = 320,000);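 active = percent inhibition above a per-plate cutoff, the plate mean of test compounds plus 3 SD, cut at about 30% in these data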;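 also: 0% = DMSO wells with GLD-1 and probe and 100% = wells lacking GLD-1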
* = called active by the depositor; ? = inconclusive; · = not tested or not shown.

SMILES | MEX-5 binding | Bcl-xL primary | MCL1-BIM inh | AGP1-GFP MLPCN | Fam108B counter | VLA-4 inh | CIT2 TOR yeast | GRK2 aptamer HTS | GLD-1 RNA inh
Cc1cn([C@H](C(=O)NCCCCCCCCCCC(=O)N2CCNCC2)[C@@H](C)O)nn1 | · | 7 | 4 | 102 | -4 | 36 | 97 | 0 | 2
CN(C(=O)COC(=O)/C=C/c1ccc(C(F)(F)F)cc1)c1c(N)n(Cc2ccccc2)c(=O)[nH]c1=O | 0.4 | -6 | -23 | 112 | 2 | -5 | 104 | 0 | -1
Nc1nc(-c2cccs2)c(-c2cccs2)s1 | -3.9 | 1 | 2 | 66 | 2 | -7 | 89 | 0 | 0
COc1ccccc1NC(=O)Cc1c(F)cccc1Cl | -0.2 | 3 | 6 | · | -2 | 29 | · | 1 | 3
S=c1[nH]nc(-c2ccco2)n1/N=C/c1cccs1 | 2.0 | -12 | 6 | 86 | 0 | 10 | 97 | 0 | 5
C(#CCN1CCC(Cc2ccccc2)CC1)COCCOCc1ccccc1 | -0.4 | 2 | 0 | 104 | 5 | 5 | 104 | 0 | 6
Cc1cc2c(cc1S(=O)(=O)N1CCN(c3cccc(C)c3C)CC1)OCC(=O)N2 | -0.9 | 3 | -1 | 104 | 2 | 18 | 102 | 0 | 5
CCC(=O)Nc1nnc(CSCc2ccccc2)s1 | 0.6 | 1 | 0 | 83 | 1 | 14 | 77 | 0 | 6
COc1ccc(-n2c(C)cc(C(=O)CSc3ccc(NC(C)=O)cc3)c2C)cc1 | 0.4 | 5 | 13 | 87 | 5 | 32 | 90 | 2 | 0
COC(=O)C(CC(=O)c1ccc(Cl)cc1)c1ccc(C)cc1 (centres undefined) | -2.1 | 5 | 3 | 106 | -3 | 9 | 87 | 0 | 6
CSCCC(NC(=O)c1ccccc1Br)C(=O)N1CCCC(C(F)(F)F)C1 (centres undefined) | -0.7 | 1 | -2 | 89 | 3 | 3 | 95 | 13 | 0
O=C1/C(=C\c2ccsc2)NC(=S)N1c1ccccc1 | 1.5 | 3 | 8 | 89 | -1 | 8 | 92 | 0 | -3
CS(=O)(=O)N(Cc1ccccc1)c1ccc(C(=O)NCc2cccnc2)cc1 | -1.0 | 3 | 2 | 105 | 2 | 16 | 101 | 0 | 0
O=C1CC(C(=O)Nc2ccccc2)C2(CCCCC2)O1 (centres undefined) | 0.4 | 3 | 2 | 103 | 4 | 26 | 102 | 0 | 2
COc1ccc(-c2noc(N3CCCC(C(=O)Nc4cc(F)ccc4F)C3)n2)cc1 (centres undefined) | 2.2 | 1 | 5 | 115 | -2 | -5 | 99 | 4 | 4
COc1ccc(S(=O)(=O)NCCCCCC(=O)NCCCN2CCOCC2)cc1 | 0.5 | 2 | 8 | 95 | 2 | -1 | 97 | 0 | 9
CCCCNS(=O)(=O)c1ccc2c(c1)oc(=O)n2CC(=O)OCC | 1.6 | -1 | 0 | 96 | -1 | -23 | 85 | 0 | 6
CCc1ccccc1OCC(=O)Nc1ccc(C)c(S(=O)(=O)N2CCCCCC2)c1 | · | 2 | 1 | 93 | · | 14 | 101 | 0 | 0
COC(=O)C(Cc1ccc(O)cc1)NC(=O)C1CCN(S(=O)(=O)c2ccc(C)cc2)CC1 (centres undefined) | -0.5 | 3 | 12 | 90 | 3 | -6 | 107 | 0 | 1
Cc1[nH]c2ccccc2c1Cc1nnc(SCCC#N)o1 | 0.8 | 3 | -3 | 103 | 1 | 5 | 95 | 0 | -1

(next part)
SMILES | MEX-5 binding | Bcl-xL primary | MCL1-BIM inh | AGP1-GFP MLPCN | Fam108B counter | VLA-4 inh | CIT2 TOR yeast | GRK2 aptamer HTS | GLD-1 RNA inh
Cc1cc(C(F)(F)F)nn1CC(=O)NNC(=S)NCC(C)C | 1.1 | 3 | -1 | 102 | -2 | -4 | 107 | 0 | -1
COC(=O)c1ccc2c(=O)n(CCO)c(=S)[nH]c2c1 | -0.8 | 6 | -2 | 94 | 2 | 9 | 94 | 0 | 4
O=C(Cc1ccc(Br)cc1)N/N=C/c1ccc(-c2cccc(C(=O)O)c2)o1 | -3.7 | 4 | 22 | 104 | 2 | -2 | 90 | 0 | 3
CC1=CC2=NC(=O)/C(=C\c3cccn3CCOc3cc(C)ccc3C)C(=N)N2O1 | -3.9 | 1 | -3 | 100 | -22 | 8 | 92 | 2 | 4
CC(=O)Nc1ccc(NC(=O)CSc2ccc(-c3cccs3)nn2)cc1 | -1.5 | 2 | 12 | 108 | -12 | 6 | 103 | 0 | 3
Cc1cc(-n2nc(C)cc2C)nc(NS(=O)(=O)c2ccccc2)n1 | · | -11 | -16 | 108 | -9 | 14 | 107 | 4 | 1
N#Cc1cc(N2CCCCC2)c([N+](=O)[O-])cc1C#N | -2.4 | 4 | -11 | 86 | -4 | 24 | 89 | 2 | -3
O=C(NCCC(=O)N1CCN(c2ncccn2)CC1)c1ccccc1Cl | 1.1 | 0 | -6 | 96 | -2 | 9 | 117 | 0 | 0
COC(=O)c1ccccc1NC(=O)C1CCCN(S(C)(=O)=O)C1 (centres undefined) | -2.4 | 2 | 7 | 93 | 4 | 8 | 96 | 0 | 9
OCCN1CCN(Cc2cc(Cl)c3cccnc3c2O)CC1 | -6.4 | 3 | 7 | 98 | 1 | 5 | 97 | 5 | 2
O=C(Oc1ccc(-n2cnnn2)cc1)c1ccco1 | 2.0 | 3 | 5 | 94 | 0 | -11 | 101 | 1 | -4
COC(=O)c1c(C(=O)OC)c2n(c1C)CCS2 | -1.2 | -2 | -1 | 102 | 0 | 0 | 100 | 1 | -12
CC(C)CNS(=O)(=O)c1ccc(CCC(=O)NCCc2ccccc2)cc1 | -2.2 | 5 | -4 | 100 | 1 | -17 | 107 | 1 | 0
NC(=O)CS(=O)(=O)c1nc2ccccc2n1CC(=O)N1CCCCC1 | -2.7 | 7 | 5 | 101 | 6 | -29 | 100 | 0 | 1
CCOCC(O)CNC(=O)c1ccc2nc(Cc3ccc(OC)c(OC)c3)oc2c1 (centres undefined) | -3.1 | 1 | 4 | 95 | -2 | 6 | 97 | 0 | -1
NCCN=C1NS(=O)(=O)c2ccccc21 | -0.4 | 6 | 6 | 108 | -1 | 14 | 104 | 0 | -3
O=c1cc2c(nn1Cc1c(Cl)cccc1Cl)-c1ccccc1CC2 | 0.5 | -6 | -3 | 102 | -1 | -12 | 97 | 1 | 4
O=c1c(Cl)c(N2CCCCC2)cnn1-c1nc2ccccc2[nH]1 | 2.6 | 2 | 4 | 94 | -2 | 3 | 92 | 4 | -4
COC(=O)C1=C(C)NC(C)=C(C(=O)OC)C1c1cc2cc(C)ccc2[nH]c1=O | -3.5 | 6 | 6 | 99 | -1 | 5 | 96 | 4 | -3
OCC(O)C1OC(Nc2ccc(Cl)cc2)C(O)C1O (centres undefined) | 1.6 | 6 | 0 | ? | -5 | 0 | ? | 0 | -3

Continuation:
SMILES | MEX-5 binding | Bcl-xL primary | MCL1-BIM inh | AGP1-GFP MLPCN | Fam108B counter | VLA-4 inh | CIT2 TOR yeast | GRK2 aptamer HTS | GLD-1 RNA inh
CC(C)c1cc(N2CCOCC2)n2ncc(-c3ccccc3)c2n1 | 0.8 | · | · | 100 | · | 2 | 100 | 1 | ·
Cc1nc2cc(-n3ccc(=O)cc3)ccc2n1-c1ccccc1 | -2.6 | -3 | -7 | 103 | 0 | 7 | 98 | 5 | 1
COc1ccc(S(=O)(=O)N2CCC(Cc3ccccc3)CC2)cc1C(N)=O | -2.5 | -3 | -8 | 92 | -1 | 9 | 100 | 6 | -6
CC1CCN(S(=O)(=O)c2ccc3c(c2)N(CC(=O)NCCN2C(C)CCCC2C)C(=O)CS3)CC1 (centres undefined) | 1.4 | 3 | 1 | 107 | -8 | 5 | 105 | 0 | -1
CCOC(=O)C1=C(C)N=c2sc(=C(C)C)c(=O)n2C1c1ccc(N(C)C)cc1 (centres undefined) | 7.7 | -1 | -2 | 79 | -1 | -42 | 66 | 0 | -3
O=C(CCC(=O)c1cccs1)NCC(=O)Nc1ccc(F)c(F)c1F | -1.3 | 0 | 9 | 105 | -1 | 5 | 102 | 0 | -5
CC(=O)Nc1ccc(Nc2cc(C)nc3c(-c4ccc(Cl)cc4)cnn23)cc1 | 0.7 | -1 | 6 | 92 | -2 | -13 | 100 | 1 | 1
CC(C)Oc1cc(NC(=O)CS(=O)CC(=O)N(C)C)c(Cl)cc1Cl (centres undefined) | 0.5 | -2 | -5 | 103 | 2 | 3 | 104 | 0 | 4
COc1ccc(NS(=O)(=O)c2cccc(NC(=O)CCC(=O)c3cccs3)c2)cc1 | 1.2 | 6 | 6 | 100 | -15 | 17 | 102 | 2 | 0
O=S(=O)(c1ccc2ccccc2c1)N1CCN(S(=O)(=O)c2c(F)cccc2F)CC1 | · | · | · | 117 | · | 6 | 109 | 7 | 4
CC(CCc1ccccc1)NS(=O)(=O)c1ccccc1F (centres undefined) | 0.6 | -2 | 1 | 95 | -2 | -3 | 87 | 1 | 8
O=C(O)/C=C/C(=O)Nc1ccc(SC(F)(F)F)cc1 | 2.0 | 5 | 7 | 106 | -4 | 12 | 103 | 5 | -2
CNC(=O)COc1coc(CN2CCN(c3ccccc3F)CC2)cc1=O | 4.6 | 8 | 7 | 105 | 4 | 17 | 98 | 0 | 8
Cc1nn(C)c(C(=O)NC2C3CC4CC(C3)CC2C4)c1Cl (centres undefined) | 0.4 | 1 | 7 | 101 | 5 | 8 | 117 | 0 | -2
O=C(CSc1ccc2nnc(-c3ccccn3)n2n1)Nc1cccc(F)c1 | 1.4 | 9 | 4 | 103 | -2 | 13 | 94 | 0 | 7
O=C(c1c(F)cccc1Cl)N1CCN(c2ccccn2)CC1 | -1.8 | 3 | 4 | 106 | -5 | 8 | 108 | 0 | 2
COc1ccc(NC(=O)C2CC(=O)N(CCc3ccc(F)cc3)C2)c(OC)c1 (centres undefined) | 0.8 | -1 | -2 | 102 | 0 | 5 | 95 | 3 | 0
COC(=O)c1nn2c(C(F)(F)F)cc(-c3ccc(Br)o3)nc2c1Br | -2.3 | 0 | 2 | 96 | 5 | -4 | 92 | 2 | 3
COc1ccc(C(C#N)N2CCOCC2)cc1 (centres undefined) | 0.7 | 0 | 6 | 99 | -3 | 7 | 97 | 3 | 0
CCOc1ccc(/C=N/NC(=O)c2nnn(-c3nonc3N)c2CN(C)C2CCCCC2)cc1 | 0.5 | 3 | 0 | 102 | -2 | 7 | 101 | 1 | -7

Further compounds
SMILES | MEX-5 binding | Bcl-xL primary | MCL1-BIM inh | AGP1-GFP MLPCN | Fam108B counter | VLA-4 inh | CIT2 TOR yeast | GRK2 aptamer HTS | GLD-1 RNA inh
COc1ccccc1-c1cc(C(=O)Nc2cc(C)on2)no1 | 0.8 | 2 | -8 | 97 | -2 | 4 | 106 | 1 | 0
CCCNc1cc(C)oc(=O)c1C(=O)CC | 0.4 | 4 | 2 | 101 | 0 | -3 | 103 | 0 | 3
CCOC(=O)c1[nH]c2ccccc2c1N=CN(C)C | 0.7 | 6 | 7 | 98 | -1 | 8 | 104 | 0 | -4
COc1ccc(C(C#N)C2(C)OCCO2)cc1OC (centres undefined) | -1.5 | 4 | 4 | 100 | -3 | 13 | 95 | 0 | 1
CCn1c2ccccc2c2nc3cc(OC)c(OC)cc3nc21 | -1.1 | 0 | 3 | 74 | 2 | 0 | 96 | 9 | 7
